Bioassay records deposited in PubChem by Fisher Drug Discovery Resource Center.
mcGAS MS inh – blocks mouse cGAS cGAMP production; recombinant mouse cGAS, cGAMP by RapidFire MS; inhibition, % at 12.5 µM; 130,000 compounds, 0.18% hits; AID 1259397;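 active = inhibition of cGAS enzyme activity at or above 60%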;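 note: enzyme stimulated by 45 bp dsDNA with ATP and GTP substrates; cGAMP share of summed cGAMP plus half ATP and half GTP signals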
Target sequence (Q8C6L5 whole entry, looked up): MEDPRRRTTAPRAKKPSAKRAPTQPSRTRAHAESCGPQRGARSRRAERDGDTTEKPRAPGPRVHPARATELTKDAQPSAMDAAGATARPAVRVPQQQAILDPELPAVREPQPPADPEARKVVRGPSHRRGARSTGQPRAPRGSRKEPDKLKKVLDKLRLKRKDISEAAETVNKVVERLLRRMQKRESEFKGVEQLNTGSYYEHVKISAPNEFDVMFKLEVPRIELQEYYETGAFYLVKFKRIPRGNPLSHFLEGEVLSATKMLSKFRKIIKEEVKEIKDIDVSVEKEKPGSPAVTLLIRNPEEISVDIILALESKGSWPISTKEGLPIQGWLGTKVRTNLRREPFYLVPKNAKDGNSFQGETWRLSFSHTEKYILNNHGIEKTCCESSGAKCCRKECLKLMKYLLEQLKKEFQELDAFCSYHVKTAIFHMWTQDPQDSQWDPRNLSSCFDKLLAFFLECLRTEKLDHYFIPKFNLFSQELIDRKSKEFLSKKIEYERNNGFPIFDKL
An asterisk follows results filed as active; & = joins results of further samples. Some of the compounds tested, so the mix of outcomes need not match the whole.

| SMILES | mcGAS MS inh |
| --- | --- |
| COC(=O)c1ccccc1S(=O)(=O)N1CCC(C(=O)NC2CCCCC2C)CC1 (configuration not stated) | 1 |
| O=C(Nc1ccc(N2CCCC2)nc1)c1ccc(Cl)cc1F | -6 |
| C=CCNC(=O)NC(=O)CSc1nnc(C(F)(F)F)n1C | -14 |
| COc1ccc(Cl)cc1CC(=O)Nc1ccncc1 | 0 |
| c1ccc(-c2cnc(CSc3n[nH]c4nc5ccccc5n34)o2)cc1 | 8 |
| COCC(=O)Nc1c(C)nc2c(C)cccn2c1=O | -15 |
| CC1CN(C(=O)C2(N(C)C)CCC2)CCS1 (configuration not stated) | -6 |
| CCn1c(C2CCCN(C(=O)c3c(C)[nH]c(C(C)=O)c3C)C2)nn(C)c1=O (configuration not stated) | -19 |
| COc1cc(Cl)c(NC(=O)c2cc(C)cc(C)c2)cc1OC | -22 |
| N#Cc1ccc(Cl)cc1NC(=O)C(=O)NCC1CCN(Cc2cccs2)CC1 | -11 |
| Cc1nnsc1CN(C)S(=O)(=O)NCc1ccccc1 | -53 |
| Cn1c(=O)n(CCN2CCOCC2)c(=O)c2c1nc1n2CCN1c1ccc(Oc2ccccc2)cc1 | -7 |
| CCn1ccnc1CN(C)Cc1ccc(-c2nc(C(F)(F)F)c(C)c(=O)[nH]2)cc1 | 6 |
| O=C1NC(Cc2ccccc2Cl)(C2CCNCC2)C(=O)N1C1CCCC1 (configuration not stated) | -8 |
| CCOC(=O)NC1=CC(=NS(=O)(=O)c2ccc(C)cc2)c2ccccc2C1=O | -1 |
| CCN(C(=O)CS(=O)(=O)C1CCCC1)c1nc(C)cs1 | 1 |
| Cc1cc(C(=O)N(CCc2ccccc2)CC2CCCN(C)C2)nn1C (configuration not stated) | -9 |
| CCc1nc(C)ccc1OCC(=O)N1Cc2cnc(CC(C)C)nc2C1 | -4 |
| O=C(CSc1nnc(CNC(=O)c2cccs2)o1)NC1CCCC1 | -6 |
| CNC(=O)c1nnc2n1CCN(C(=O)C1CCCCC1)C2 | -1 |
| Cc1cnn(C(C)c2n[nH]c(=S)n2-c2cn(C)nc2C)c1 (configuration not stated) | -13 |
| CC(C)c1ccc(NC(=O)CSC(C)c2nc3ccccc3c(=O)[nH]2)cc1 (configuration not stated) | -5 |
| Cc1ccsc1CN(C)Cc1cn[nH]c1C(=O)O | -11 |
| COc1ccccc1N1CCC(N2CCCC(N3CCc4ccccc4C3)C2)CC1 (configuration not stated) | -9 |
| COC(=O)c1ccc(Cn2ccnc2-c2nc[nH]c2C)cc1 | -26 |
| O=C(Nc1ccc(OC(F)F)cc1)c1cc(-c2cccs2)on1 | -7 |
| CCc1ccc2nc(N3CC(O)C3)cc(C)c2c1 | -13 |
| Cc1ccc(OCCN(C)C2CCN(S(C)(=O)=O)CC2)cc1 | -8 |
| Cc1ccc(F)c(NC(=O)CNC(c2nccn2C)C2CC2)c1 (configuration not stated) | 24 |
| N#Cc1cccc(NC(=O)NCc2cc(F)cc(F)c2)c1 | -17 |
| C=CCN(Cc1ccc(Cl)s1)S(=O)(=O)Cc1ccccc1 | -3 |
| COc1ccc(OC)c2c1CN(C(=O)NC1CCN(Cc3ccccc3)CC1)CC2O (configuration not stated) | -8 |
| CC(c1ccc(OC(F)(F)F)cc1)N1CCCC(CNS(C)(=O)=O)C1 (configuration not stated) | 0 |
| CC(C)N=c1scc(-c2ccc(F)cc2)n1/N=C1\C(=O)Nc2c(Cl)cc(Cl)cc21 | -2 |
| CC(C)c1ccc(-c2noc(CSc3nnc4n3CCCCC4)n2)cc1 | 3 |
| CCc1nnc(CN(C(=O)CC2C(=O)NCCN2C(C)C)C(C)C)o1 (configuration not stated) | -2 |
| CC(c1ccc(-c2ccc(S(N)(=O)=O)cc2F)cc1)N1CCOCC1 (configuration not stated) | -20 |
| COCCN(Cc1cccs1)C(=O)c1cc(=O)n(C)c(=O)n1C | -25 |
| CC1CCN(C(=O)C(C)N2CCN(Cc3ccc(C#N)cc3)CC2)CC1 (configuration not stated) | 2 |
| CCSCCC(C)NC(=O)c1sccc1OC (configuration not stated) | -3 |
| CC(c1ccc(Cl)cc1)N(C(=O)c1ccc(S(C)=O)cc1)C1CC1 (configuration not stated) | -7 |
| Cc1cc(C)n(-c2ccc(Cl)cc2)c(=O)n1 | -7 |
| COc1ccc(-c2nnn(CC(=O)Nc3ccc(C)c(F)c3)n2)cc1OC | 6 |
| CS(=O)(=O)c1ccc(-c2cnn3cccnc23)cc1 | -27 |
| O=C1N=C2OC(C(=O)Nc3cccc(Cc4ccccc4)c3)=CN2CCN1 | -5 |
| c1ccc2sc(Cn3cnnc3)nc2c1 | -21 |
| CC1(C(=O)NS(=O)(=O)c2cccc(Cl)c2)CCN1C(=O)C1(c2ccccc2)CCCC1 (configuration not stated) | -5 |
| N#CCSc1nn(-c2ccc(F)cc2)c(=S)s1 | 16 |
| CCc1ccc(CNC(=O)c2cc(F)ccc2Br)s1 | 1 |
| COC(=O)c1ccc(CN2CCNC(=O)C2)cc1 | -1 |
| CN(Cc1cn(C)nc1-c1cccc(Cl)c1)C1CCOCC1 | -12&-3 |
| Nc1ccc(N2CCN(C3CC3)CC2)cc1 | -3 |
| Cc1ccc(-c2n[nH]c(Cc3ccccc3)n2)cc1NC(=O)C1CCCO1 (configuration not stated) | -10&-9 |
| Cc1c(S(=O)(=O)CCNC(=O)Nc2ccccc2)c2ccccc2n1Cc1ccccc1 | -9 |
| CC(C)n1cnnc1CN(C)C(=O)CC1C(=O)NCCN1CC1CCCCC1 (configuration not stated) | -3 |
| CC(C)=CCc1c(O)cc(C)oc1=O | -6 |
| O=C(Nc1ccn(CC(F)F)n1)c1ccc2c(c1)OCO2 | -4 |
| O=C(CCc1ccsc1)N1CCOC(Cc2ccccc2Cl)C1 (configuration not stated) | 4 |
| Cc1cc2c(c(N)c1C)C(C)CC21CCCCC1 (configuration not stated) | -5 |
| COc1ccccc1CN1CC(C(=O)NCC2(N3CCCCC3)CCCC2)CCC1=O (configuration not stated) | -9 |

Following part:
| SMILES | mcGAS MS inh |
| --- | --- |
| CC(C)NC(=O)C1(C)CCN1C(=O)c1c(F)cccc1F (configuration not stated) | -8 |
| O=C(Cn1nnn(-c2cccs2)c1=O)N1CCCc2cc(C(F)(F)F)ccc21 | 1 |
| FC(F)Sc1nnc2sc3ccccc3n12 | 6 |
| CC(C)(Oc1ccccc1)C(=O)OCCN1CCOCC1 | 3 |
| COC(=O)[C@@H]1C[C@H](NC(=O)c2cc3sccc3[nH]2)CN1C | -25 |
| CON(C)C(=O)c1cc(C)nc2cc(Br)ccc12 | -3 |
| Cc1ccc2ccccc2c1C(O)c1ncc(-c2ccc(C(F)(F)F)cc2)[nH]1 (configuration not stated) | -9 |
| O=C1CCC(C(=O)N2CCOC3(CNCCOC3)C2)=NN1 (configuration not stated) | 3 |
| O=C(Nc1ccc(-n2cncn2)cc1C(F)(F)F)N(CC1CCCO1)CC1CCCO1 (configuration not stated) | 2 |
| CC1CN(C)c2ccccc2N(S(C)(=O)=O)C1 (configuration not stated) | -5 |
| CC(C#N)CSc1ccccc1NCC(=O)NC(C)(C#N)C1CC1 (configuration not stated) | -39 |
| CCc1nc(CN(C)C(=O)NC2CCCOc3ccc(F)cc32)cs1 (configuration not stated) | -6 |
| CC(=O)NCCNC(=O)C1(C)CCN1CCOc1ccccc1 (configuration not stated) | -7 |
| CCNC(=O)NC(=O)CSc1ccc(S(=O)(=O)N2CCCCCC2)cn1 | -13 |
| CCN(C(=O)c1cccc(C(=O)OC)c1)C12CC3CC(CC(C3)C1)C2 | -2 |
| COc1cc(-c2ccc(=O)n(Cc3ccc(C)cc3)n2)cc(OC)c1OC | -13 |
| CN(C=[N+](C)C)c1cccc2c1C(=O)c1ccccc1C2=O | 32 |
| CN(OCc1ccc(Cl)c(Cl)c1)C(=O)Nc1ccccc1 | -4 |
| O=C(NCCO)c1ccc(OCc2ccc(Cl)s2)cc1 | 0 |
| Cc1nc(C)c(CN2CC(C)C(=O)Nc3ccccc32)s1 (configuration not stated) | -7 |
| CC(C)=CC(=O)N1C[C@H](N)C[C@H]1C(=O)NC(C)C | -8 |
| Cc1csc(CN(C)C(=O)NC2CCSc3ccccc32)n1 (configuration not stated) | 1 |
| c1cncc(-c2cn(CC3CCCN(c4cnc5ccccc5n4)C3)nn2)c1 (configuration not stated) | -13 |
| Cc1nc(-c2ccccc2)n(CC(=O)N2CCCC(O)C2)c1C (configuration not stated) | -10 |
| O=c1ccc(-c2ccco2)nn1CCCNS(=O)(=O)c1ccc(C(F)(F)F)cc1 | 7 |
| O=C(O)COc1cccc(-c2ocnc2-c2nc(-c3ccccc3)c(-c3ccccc3)o2)c1 | 5 |
| COCCCNC(=O)c1c(C(F)(F)F)nn(C2CCCN(C(C)C)C2)c1C (configuration not stated) | -2 |
| O=S(=O)(Oc1ccc(Br)cc1Cl)c1cnc[nH]1 | -12 |
| c1ccc(C2=Nc3ncnn3C(c3cccc4ccccc34)C2)cc1 (configuration not stated) | -23 |
| COCCn1c(O)c(C=Nc2ccsc2C(=O)OC)c(=O)[nH]c1=S | -4 |
| CC(NNC(=O)c1ccccc1)c1ccccc1 (configuration not stated) | 10 |
| COC(=O)CCNC(=O)CC(=O)Nc1ccc(C)cc1C | -36 |
| CCOC(=O)Cn1ncc2c1CCN(Cc1cccc(F)c1)C2 | -6 |
| O=C(NCCn1ncc2ccccc2c1=O)[C@H]1Cc2ccccc2CN1 | -13 |
| Cc1ccc(-n2c(=O)cc(N3CC(C)CC(C)C3)[nH]c2=O)cc1 (configuration not stated) | 5 |
| CC1CCCC(c2ccccc2)N1Cc1nc(N)nc(N(C)C)n1 (configuration not stated) | -35&-12 |
| COCCN(Cc1ccsc1)Cc1ccc(C(=O)OC)o1 | -7 |
| O=C(CN1CCSC1=O)Nc1ccc2c(c1)OCO2 | -3 |
| CCCc1nc(N2CCNCC2)c2c(C)nn(-c3ccc(F)cc3)c2n1 | -6 |
| COc1cccc(CN(C)C2CCS(=O)(=O)C2)n1 (configuration not stated) | -3 |
| CCN(C(=O)c1cc(-c2ccc(F)cc2)n[nH]1)C1CCS(=O)(=O)C1 (configuration not stated) | 1 |
| COC(=O)c1ccc([C@H]2CN(C(=O)c3ccccc3)C[C@@H]2O)cc1 | 0 |
| Cc1ccc(C(=O)Nc2ccc(SCC(=O)NCC3CCCO3)nn2)cc1 (configuration not stated) | 2 |
| CCc1cc(CNC(=O)C2CCC(=O)N(CCc3ccccn3)C2)on1 (configuration not stated) | -9&-1 |
| CN(C)Cc1ccccc1Sc1ccc(O)cc1 | -28 |
| O=C(Nc1ccc(Cl)cc1)Nc1ccccc1SCc1cc(=O)[nH]c(=O)[nH]1 | -4 |
| COc1cccc(NC(=O)CCC2CCN(CC3CC=CCC3)CC2)c1 (configuration not stated) | -4 |
| CC(C)c1cc(C2CCN(C(=O)c3n[nH]c(=O)c4ccccc34)CC2)[nH]n1 | -18 |

Another view of two compounds above.
CCSCCC(C)NC(=O)c1sccc1OC (configuration not stated)
  mcGAS MS inh: -3

O=C1CCC(C(=O)N2CCOC3(CNCCOC3)C2)=NN1 (configuration not stated)
  mcGAS MS inh: 3

(list continues)
| SMILES | mcGAS MS inh |
| --- | --- |
| COc1ccc(-c2ccc(=O)n(CCCNC(=O)c3ccco3)n2)cc1 | 4 |
| c1ccc(-c2ncn(CC3CCCCO3)c2-c2ccnc3ccccc23)cc1 (configuration not stated) | -9 |
| CCN(CC)S(=O)(=O)c1ccc(Oc2ccc(F)c(Cl)c2)nc1 | -3 |
| COc1cccc(CN2CCCC(O)(CN3CCSCC3)C2=O)c1OC (configuration not stated) | -32 |
| CCOC(=O)C1CCc2sc3ncn(CC(=O)NC(=O)Nc4ccccc4)c(=O)c3c21 (configuration not stated) | -4 |
| CN1N=C(C(=O)N2CCOC(CCCc3ccccc3)C2)CCC1=O (configuration not stated) | 2 |
| O=C(O)c1[nH]ncc1CN1CCc2onc(-c3ccc(C(F)(F)F)cc3)c2C1 | -4 |
| CC(NC(=O)C1=NN(C)C(=O)CC1)c1ccc(F)cc1F (configuration not stated) | -9 |
| O=C1COCc2cc(-c3cnc4ccccc4c3)ccc2N1CCN1CCOCC1 | 1 |
| COc1ccc(Cc2nc3ccc(C(=O)NCCOc4cccnc4)cc3o2)cc1OC | -3 |
| NC(=O)c1ccsc1NC(=O)CSc1nnc(C2CC2)n1C1CC1 | -5 |
| Cn1c(=S)n(CN2CCC(NC(=O)C3CC3)CC2)c2cc(Cl)ccc21 | -4 |
| CN(Cc1cn[nH]c1-c1ccc(F)cc1)Cc1cccn1-c1nccs1 | -2 |
| COc1ccc2c(c1)C1(C)CCCc3c1n-2c(=O)c1c(O)cc(=O)oc31 (configuration not stated) | -8 |
| CN(C)C(=O)c1nnc2n1CCN(C(=O)c1ccccc1)C2 | -13 |
| CSc1cccc(CN2CC[C@@H](N3CCN(c4ccccn4)CC3)[C@H](O)C2)c1 | -6 |

Structures above with a thiophene ring, fused or not:
| SMILES | mcGAS MS inh |
| --- | --- |
| N#Cc1ccc(Cl)cc1NC(=O)C(=O)NCC1CCN(Cc2cccs2)CC1 | -11 |
| O=C(CSc1nnc(CNC(=O)c2cccs2)o1)NC1CCCC1 | -6 |
| Cc1ccsc1CN(C)Cc1cn[nH]c1C(=O)O | -11 |
| O=C(Nc1ccc(OC(F)F)cc1)c1cc(-c2cccs2)on1 | -7 |
| C=CCN(Cc1ccc(Cl)s1)S(=O)(=O)Cc1ccccc1 | -3 |
| COCCN(Cc1cccs1)C(=O)c1cc(=O)n(C)c(=O)n1C | -25 |
| CCSCCC(C)NC(=O)c1sccc1OC (configuration not stated) | -3 |
| CCc1ccc(CNC(=O)c2cc(F)ccc2Br)s1 | 1 |
| O=C(CCc1ccsc1)N1CCOC(Cc2ccccc2Cl)C1 (configuration not stated) | 4 |
| O=C(Cn1nnn(-c2cccs2)c1=O)N1CCCc2cc(C(F)(F)F)ccc21 | 1 |
| COC(=O)[C@@H]1C[C@H](NC(=O)c2cc3sccc3[nH]2)CN1C | -25 |
| O=C(NCCO)c1ccc(OCc2ccc(Cl)s2)cc1 | 0 |
| COCCn1c(O)c(C=Nc2ccsc2C(=O)OC)c(=O)[nH]c1=S | -4 |
| COCCN(Cc1ccsc1)Cc1ccc(C(=O)OC)o1 | -7 |
| CCOC(=O)C1CCc2sc3ncn(CC(=O)NC(=O)Nc4ccccc4)c(=O)c3c21 (configuration not stated) | -4 |
| NC(=O)c1ccsc1NC(=O)CSc1nnc(C2CC2)n1C1CC1 | -5 |
